Furin inh – inhibitors of human furin. P09958. purified furin, fluorogenic substrate cleavage. inhibition, % at 30 µM. actives 0.061% (n = 220,000). AID 463115; in the data active = inhibition above about 25%; note: inactives centre near -15
KCC2 mod – modulators of human KCC2 chloride dependent transport. AID 1456. Q9H2X9. actives 2.2% (n = 190,000). KCC2 cells, thallium flux FluoZin-2 fluorescence. B-score of Tl+ flux slope (higher = more flux/activation; lower = inhibition) at 10 µM;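 active = thallium flux slope and its plate-corrected score both differing from the plate sample mean at a set confidence after two filtering rounds, in either direction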;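 note: slope of fluorescence scaled to starting intensity during 10 to 20 s after thallium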
Target sequence (Q9H2X9 whole entry, looked up): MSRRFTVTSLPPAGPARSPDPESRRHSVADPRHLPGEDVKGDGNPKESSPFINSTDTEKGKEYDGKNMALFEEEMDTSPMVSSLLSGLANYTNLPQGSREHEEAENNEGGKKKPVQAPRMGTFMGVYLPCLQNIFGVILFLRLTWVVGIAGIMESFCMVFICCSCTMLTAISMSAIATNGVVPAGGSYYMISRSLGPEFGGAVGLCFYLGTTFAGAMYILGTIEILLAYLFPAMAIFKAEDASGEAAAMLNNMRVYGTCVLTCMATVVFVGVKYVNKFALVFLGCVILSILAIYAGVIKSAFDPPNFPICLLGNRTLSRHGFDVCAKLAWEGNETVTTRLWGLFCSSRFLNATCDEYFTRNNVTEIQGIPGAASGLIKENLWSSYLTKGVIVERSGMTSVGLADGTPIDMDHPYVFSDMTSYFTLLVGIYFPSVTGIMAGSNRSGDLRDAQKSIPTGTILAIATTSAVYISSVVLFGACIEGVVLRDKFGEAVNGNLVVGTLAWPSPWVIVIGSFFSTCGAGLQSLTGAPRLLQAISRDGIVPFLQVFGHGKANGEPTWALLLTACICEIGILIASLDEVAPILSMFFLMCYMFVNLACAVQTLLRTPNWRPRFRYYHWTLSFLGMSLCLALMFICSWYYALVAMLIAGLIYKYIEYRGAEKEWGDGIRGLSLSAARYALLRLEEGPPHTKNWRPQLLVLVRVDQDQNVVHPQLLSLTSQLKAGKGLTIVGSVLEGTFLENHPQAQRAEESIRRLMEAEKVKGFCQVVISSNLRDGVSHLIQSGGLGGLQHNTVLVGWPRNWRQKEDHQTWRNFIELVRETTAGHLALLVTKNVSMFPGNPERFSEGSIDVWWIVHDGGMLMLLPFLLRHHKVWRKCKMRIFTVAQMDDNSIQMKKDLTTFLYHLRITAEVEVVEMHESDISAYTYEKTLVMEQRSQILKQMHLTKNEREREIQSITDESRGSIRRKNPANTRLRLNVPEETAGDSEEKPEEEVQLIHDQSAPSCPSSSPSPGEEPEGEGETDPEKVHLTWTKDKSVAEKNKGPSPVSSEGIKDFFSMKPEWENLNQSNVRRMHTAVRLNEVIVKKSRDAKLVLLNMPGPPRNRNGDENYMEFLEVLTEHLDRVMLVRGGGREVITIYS
m-calpain inh – blocks pig calpain II enzyme activity; purified calpain II, fluorogenic peptide substrate, 30 min; inhibition, % at 16 µM; actives 0.37% (n = 220,000);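 active = inhibition above about 50%, limit read from the data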
EBV gp42 inh – inhibitors of Epstein-Barr virus glycoprotein 42; Q1HVG2; Fluorescence polarization binding assay, mP read-out; inhibition, % (tested at 21.74 µM); actives 0.42% (n = 220,000); AID 1085; in the data active = inhibition above about 50%
thrombin 1536 – thrombin (human) inhibition. P00734. alpha-thrombin, Boc-VPR-AMC fluorogenic substrate cleavage. inhibition, % at 5 µM. actives 0.26% (n = 220,000). AID 1046;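 active = inhibition at or above 40%; inactive = inhibition below 40%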;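 note: 0% = enzyme with no compound and 100% = wells without enzyme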
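Material: human alpha-thrombin enzyme / Medium: pH 7.5 Tris (50 mM) with NaCl 150 mM, Tween 20 0.05% / Compound: single-point dosing at 5 µM, 0.2% DMSO / Incubation: enzyme reaction carried out at room temperature / Detection: AMC fluorescence, 355/460 nm / Read-out basis: percent inhibition scaled between no-compound controls and no-enzyme blanks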
TRPN1 ag – zebrafish TRPN1 (NompC) channel agonism. HEK293 zebrafish TRPN1-YFP, Fluo-8 calcium fluorescence; 100% = response to 87 µM carbachol. activation, % at 3 µM. actives 0.18% (n = 220,000);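 active = activation above its plate's cutoff, the mean activation of test wells on that plate plus 3 SD, cut at about 19% in these data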;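 note: 0% = DMSO alone and 100% = 87 µM carbachol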
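Material: zebrafish TRPN1-YFP in HEK293 cells. Doses: one dose of 3 µM, 0.3% DMSO. Incubation: dye 1 h 37 °C plus 30 min RT. Measured by: intracellular calcium fluorescence with Fluo-8.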
PPC-1+TRAIL kill – kills PPC-1 cancer cells in the presence of TRAIL. AID 1443. cell killing (% activity), % at 4 µM. PPC-1 cells + TRAIL, ATPLite viability luminescence. actives 0.41% (n = 220,000);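 active = cell killing above 50% in the first pass at 4 µM, then a duplicate retest at 5 µM averaging 50% or more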;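 note: plate controls were cells with TRAIL plus DMSO for no effect and medium-only wells lacking cells for full effect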
TRPML3 ag – activates the human TRPML3 channel. actives 0.29% (n = 220,000). activation, % at 3 µM. HEK293 TRPML3-YFP, Fluo-8 calcium fluorescence; 100% = the carbachol control signal;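 active = activation above its plate's cutoff, the mean activation of the plate's test wells plus 3 SD, cut at about 12% in these data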;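 note: 0% = DMSO only wells and 100% = carbachol wells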
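Material: TRPML3-YFP stable HEK293 cells | Dosing: One concentration, 3 µM nominal, 0.3% DMSO | Timing: 125 s total fluorescence read per well | Technique: Fluo-8 calcium dye fluorescence, ex 470-495, em 515-575 nm | Measure: Percent activation from peak-to-basal fluorescence ratio, scaled between DMSO and carbachol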
TbHK1 inh – blocks Trypanosoma brucei hexokinase 1 activity | inhibition, % at 10 µM | actives 0.11% (n = 220,000) | AID 1430 | recombinant TbHK1, G6PDH-coupled NADH A340;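 active = inhibition of 50% or more in the single-dose primary screen; inactive = inhibition below 50%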
* hit, by the source's call; . = not tested or not shown; [ ] = dose if it differs, or a comment. This is a random part of the collection; 3.6% or so of the library scored in one or more.

mol | Furin inh | KCC2 mod | m-calpain inh | EBV gp42 inh | thrombin 1536 | TRPN1 ag | PPC-1+TRAIL kill | TRPML3 ag | TbHK1 inh
Clc1ccccc1-c1nnc2sc(C3COc4ccccc4O3)nn12 (centres undefined) | -10[20 µM] | -0.15 | -166 | -18 | -1 | -1.3 | 2 | -0.1 | 8
Cc1[nH]c2ccccc2c1C(=O)CSc1ncn[nH]1 | 3[20 µM] | 0.51 | 16 | 0 | -3 | 0.3 | 13 | 0.0 | -8
O=S(=O)(/C=C/c1ccccc1)Oc1ccccc1 | -19[20 µM] | -0.11 | -17 | -27 | 4 | -1.5 | -3 | 3.4 | -5
COc1ccc(/C(N)=N/OC(=O)c2ccc(C)c([N+](=O)[O-])c2)cc1OC | -10[20 µM] | -0.018 | 14 | -2 | 2 | 0.7 | 15 | 0.6 | -1
COc1cc(/C=N/NC(=O)C(=O)N2CCCC2)ccc1O | -14[20 µM] | . | -21 | 0 | 0 | -0.1 | 17 | -0.4 | -33
Cc1[nH]c2ccccc2c1C(=O)C(=O)N1CCCc2ccccc21 | -4 | -1.1 | 3 | 9 | 16 | 3.7 | 5 | 1.1 | -9
Cc1nc2ncnn2c(C)c1Cc1cccc(F)c1 | -21 | 0.077 | -17 | -8 | 0 | 0.8 | -3 | 0.8 | 0
CCc1ccc(OCC(=O)NC(=S)Nc2ccc(S(=O)(=O)NC3CCCCC3)cc2)cc1 | -7[20 µM] | -0.34 | -18 | -13 | 2 | 0.5 | 1 | 1.1 | 12
COCCNS(=O)(=O)c1cc(F)ccc1OC | -2[20 µM] | -0.38 | 3 | -9 | -1 | 0.1 | 13 | 0.2 | 0
O=C(Cn1c(C(F)(F)F)nc2ccccc21)OCC(=O)c1c[nH]c2ccccc12 | -11 | 0.038 | -13 | -19 | 20 | 2.2 | 0 | 1.5 | 7
Cc1ccccc1OCC(=O)NNC=O | -30 | -0.035 | -25 | 3 | -2 | 1.0 | 24 | 0.9 | -2
CCCCOC(=O)Sc1nc2ccccc2o1 | -12 | -1.9 | -26 | -9 | 46* | 0.7 | 20 | 2.0 | 21
O=c1ccn(-c2cccc(C(F)(F)F)c2)nc1-c1ccn(-c2ccccc2F)n1 | -20[20 µM] | . | -27 | 3 | -6 | 0.5 | 1 | -0.3 | -4
O=C(CSc1nnc(-c2ccccc2)n1-c1ccccc1)c1cccs1 | -24 | -0.44 | 24 | -5 | -2 | -1.4 | 28 | -1.1 | 8
COC(=O)C(NC(C)=O)(Nc1ccccn1)C(F)(F)F (centres undefined) | -6[20 µM] | 0.039 | -30 | -18 | -5 | 0.5 | -4 | -0.1 | 5
COc1cc(C)nc(Oc2ccc(=O)[nH]n2)n1 | -6 | 0.98 | -16 | 3 | -4 | 0.8 | 15 | 0.9 | 2
CCOC(=O)CNC(=O)Nc1cc(C(C)(C)C)nn1-c1ccccc1 | -7 | 0.62 | -45 | -13 | -4 | 0.6 | 5 | 0.4 | 3
CCOC(=O)N1CCC(Nc2nc3ccccc3n3cnnc23)CC1 | -5 | 0.018 | . | . | . | 1.6 | . | 0.3 | -3
CC(=O)N(NC(=O)c1ccccc1Cl)C1CC(=O)N(c2ccc(C)cc2)C1=O (centres undefined) | -21[20 µM] | . | -12 | -9 | 5 | -2.5 | -5 | 0.4 | 2
Nc1cc(S(=O)(=O)C(F)(F)F)ccc1C(=O)O | -29 | 0.36 | -5 | -6 | 2 | -0.5 | -6 | 0.5 | -6
O=C1N(c2ccccc2)C[C@@H]2C[C@@H](c3cccc4c3OCO4)N3CCC[C@@]123 | -21 | -0.49 | -9 | -6 | -2 | -1.1 | 9 | -0.1 | -2
COc1ccc(C2CC(c3cccs3)=Nc3ccccc3S2)cc1 (centres undefined) | -6[20 µM] | -1.6 | 40 | -4 | 16 | -1.4 | 7 | -0.2 | -3
Cc1cc(C(=O)OCC(=O)c2cccc([N+](=O)[O-])c2)c2ccccc2n1 | -21 | 0.53 | 0 | -6 | -3 | -0.5 | 3 | 0.4 | 0
Nc1nc(-c2ccccc2)cn1/N=C/c1ccccc1 | -22 | 0.022 | -21 | -1 | -2 | 1.8 | 8 | 0.2 | -15
O=c1c2ccccc2sn1-c1cc(S(=O)(=O)N2CCOCC2)ccc1N1CCCC1 | -17[20 µM] | . | 4 | -13 | -8 | -0.5 | -9 | 0.8 | 27
O=C1CS/C(=C\S(=O)(=O)c2ccc(Cl)cc2)N1 | -20 | -0.54 | -12 | -4 | 2 | -0.3 | 2 | 0.1 | -1
O=C(COc1ncnc2ccccc12)NCc1ccco1 | -13 | -0.071 | -20 | -13 | -4 | 0.8 | 20 | 0.5 | -3
O=C(c1cnn2c(C(F)(F)F)cc(-c3cccs3)nc12)N1CCN(Cc2ccccc2)CC1 | -14[20 µM] | . | -96 | -10 | -2 | -0.2 | -3 | 0.5 | -25
CN(C)Cc1ccccc1COc1ccccc1 | -20 | 0.79 | 7 | 2 | -7 | -1.2 | 13 | 0.4 | 5
CCOC(=O)Cc1csc(NC(=O)CCCCCN2C(=O)c3ccccc3C2=O)n1 | -18[20 µM] | -0.31 | 34 | -2 | -6 | 1.5 | 11 | 2.0 | -4
COc1ccc(CCNC(=O)COC(=O)COc2ccc(C#N)cc2)cc1 | -23 | -0.49 | 10 | -14 | 0 | -0.4 | 27 | 0.9 | -6
Cc1ccc(-c2nn(-c3ccccc3)cc2/C=C/C(=O)Nc2nccs2)cc1 | -22 | 0.25 | -402 | 11 | 2 | 1.1 | 3 | -0.3 | -10

Three entries drawn at random from the list so far:
mol | Furin inh | KCC2 mod | m-calpain inh | EBV gp42 inh | thrombin 1536 | TRPN1 ag | PPC-1+TRAIL kill | TRPML3 ag | TbHK1 inh
CCOC(=O)Cc1csc(NC(=O)CCCCCN2C(=O)c3ccccc3C2=O)n1 | -18[20 µM] | -0.31 | 34 | -2 | -6 | 1.5 | 11 | 2.0 | -4
Cc1ccc(-c2nn(-c3ccccc3)cc2/C=C/C(=O)Nc2nccs2)cc1 | -22 | 0.25 | -402 | 11 | 2 | 1.1 | 3 | -0.3 | -10
O=C(c1cnn2c(C(F)(F)F)cc(-c3cccs3)nc12)N1CCN(Cc2ccccc2)CC1 | -14[20 µM] | . | -96 | -10 | -2 | -0.2 | -3 | 0.5 | -25

Other records.
mol | Furin inh | KCC2 mod | m-calpain inh | EBV gp42 inh | thrombin 1536 | TRPN1 ag | PPC-1+TRAIL kill | TRPML3 ag | TbHK1 inh
O=S(=O)(NCC(c1cccnc1)N1CCOCC1)c1ccccc1 (centres undefined) | -3 | 0.7 | -1 | 4 | -7 | 1.0 | 0 | 0.5 | 4
CSc1cc(N2CCOCC2)nc(-c2ccccc2Cl)n1 | -13 | -0.3 | 6 | 27 | -7 | -0.9 | 12 | -0.1 | 23
CCCNC(=S)Nc1c(C)n(C)n(-c2ccccc2)c1=O | -22 | 0.54 | 0 | -22 | -2 | 0.5 | 9 | 0.6 | -2
Nc1nc(Cl)cc(N2CCOCC2)n1 | -12[20 µM] | . | -4 | -20 | 0 | -0.3 | 9 | 0.0 | -3
CCOc1ccc(C(C)=O)cc1CSc1nnc(-c2ccoc2C)n1N | -14 | 0.44 | -33 | -17 | -12 | -0.9 | 2 | 0.1 | 0
COc1ccccc1N1CCN(C(=O)CN2C(=O)c3ccccc3C2=O)CC1 | -17 | 0.25 | -19 | 0 | 0 | -0.6 | 14 | 1.3 | 0
CS(=O)(=O)NCC(c1cccnc1)N1CCN(c2ccc(F)cc2)CC1 (centres undefined) | -24[20 µM] | . | 17 | -12 | 3 | -0.8 | -2 | -0.1 | -3
O=C(CSc1nc(O)cc(=O)n1C1CCCC1)Nc1cccc(Cl)c1Cl | -15 | -1.4 | 3 | -4 | -2 | 1.4 | 20 | 1.3 | 1
Cc1nc2ncnn2c(N2CCCC(C(=O)Nc3ccccc3Br)C2)c1C (centres undefined) | -17 | -0.67 | -24 | 4 | 3 | 3.3 | 12 | 1.4 | -9
CC(=O)OC1CC(C)(C)N(OC(=O)c2ccccc2)C(C)(C)C1 | 6 | -0.81 | -2 | -17 | -6 | 0.6 | 17 | 0.8 | -1
Cc1ccn2c(CNC(C)CCn3cccn3)c(C(=O)N3CCCCCC3)nc2c1 (centres undefined) | -24 | . | -17 | 2 | 1 | -0.4 | 6 | 0.6 | 6
CCOCCCNC(=O)C(NC(=O)c1ccc(=O)[nH]c1)c1ccccc1 (centres undefined) | -12[20 µM] | . | 28 | -16 | -9 | 1.3 | -11 | 1.2 | -6
COc1ccc(-c2nnn(CC(=O)N(Cc3ccccc3Cl)C(C(=O)NCC3CCCO3)c3ccco3)n2)cc1OC (centres undefined) | -2[20 µM] | . | -44 | 4 | -13 | 3.5 | 22 | 1.1 | -1
COc1ccc(C(=O)NNC(=O)c2ccccc2[N+](=O)[O-])cc1 | -14 | -0.018 | -2 | -9 | -2 | 0.4 | 16 | 0.5 | 17
COc1ccccc1Nc1nnc(SCC(=O)c2cc(C)n(CC3CCCO3)c2C)s1 (centres undefined) | -18[20 µM] | 0.12 | -2 | -13 | 3 | 0.6 | 8 | 0.7 | -19
CC(=O)N1CC[n+]2c(-c3ccc(Cl)cc3)csc21 | -14 | -0.33 | 36 | -9 | -3 | -0.2 | 6 | -0.1 | -1
CCO/C=C1\C(=O)N(CC)c2ccccc21 | -16[20 µM] | 0.45 | -8 | 2 | 3 | -0.2 | 1 | 0.1 | 6
Cc1cc(NC(=O)c2sc(Nc3ccc(F)cc3)nc2N)no1 | -24 | 0.11 | 8 | -15 | -3 | -0.6 | -6 | -0.2 | -22
COc1ccc(-n2nnnc2/C(=C/N(C)C)C(=O)c2ccccc2)cc1 | -16 | -0.77 | -28 | 34 | -10 | 0.9 | 14 | 0.9 | -33
C=CCn1c(SC(C)C#N)nc2sc(CC)cc2c1=O (centres undefined) | -18 | -0.67 | -2 | -3 | -8 | -1.6 | 14 | -0.2 | -2
COCCNC(=O)CCC(=O)NNc1nc2ccccc2c2nc(-c3ccccc3)nn12 | -23 | 0.46 | -32 | -16 | 12 | 2.0 | 4 | 0.9 | -7
Cc1ccc(C(=O)N/C(=C\c2ccco2)C(=O)N2CCSCC2)cc1C | 2 | -0.98 | 32 | -11 | -7 | -2.0 | 19 | -0.2 | -18
O=C1CC(C(=O)Nc2ccccc2C(=O)O)C(c2ccccc2)O1 (centres undefined) | -17 | . | 10 | 3 | 21 | -0.3 | 1 | 0.4 | -9
CCOc1ncccc1C(=O)Nc1ccc(Cl)c(S(=O)(=O)N2CCCC2)c1 | -13 | -1.6 | 5 | 2 | -6 | 7.1 | 26 | 2.7 | 7
CCCCNC(=O)Nc1ccccc1C(=O)NCc1ccco1 | -7 | -1.5 | -96 | -10 | -11 | 0.1 | 3 | -0.4 | 4
COc1ccc(N2CCN(C(CNC(=O)C(C)(C)C)c3ccco3)CC2)cc1 (centres undefined) | -16 | -0.0011 | -23 | 3 | -5 | 0.9 | 7 | 0.5 | 2

From PubChem BioAssay
